Bioassay records (PubChem)
All columns: NCI-60 one-dose screen, growth in % after 48 h at 10 µM unless noted; 100 = growth as untreated, 0 = no growth, -100 = all killed.
SF-295 = SF-295 CNS cancer cells; AID 1794758; actives 5.6% (n = 79,000)
SNB-19 = SNB-19 CNS cancer cells. actives 2.5% (n = 81,000). AID 1794751
DU-145 = DU-145 prostate cancer. AID 1794760. actives 4.2% (n = 81,000)
U251 = U251 CNS tumor cells; AID 1794753; actives 5.4% (n = 80,000)
OVCAR-8 = OVCAR-8 ovarian cancer; actives 4.4% (n = 81,000); AID 1794782
PC-3 = PC-3 prostate cancer cells. actives 3.9% (n = 80,000)
SF-268 = SF-268 CNS cancer cells | actives 3.1% (n = 82,000)
SF-539 = SF-539 CNS cancer; actives 6.8% (n = 81,000); AID 1794752
Active calls of the source: *; & = joins results of further samples. Rule for the calls: active = growth percent below 10; inactive = the rest.

What do the screens show for `CCOC(C=O)OCC`?
SF-295: 99; SNB-19: 106; DU-145: 104; U251: 97; OVCAR-8: 102; PC-3: 95; SF-268: 98; SF-539: 98

How did Clc1ccc(CSC2=NCCN2)cc1 do in these assays?
SF-295: 104; SNB-19: 98; U251: 102; OVCAR-8: 102; PC-3: 98; SF-268: 91; SF-539: 95

How did O=C(O)C(O)C(O)C(O)C(O)CO (stereo unspecified) do in these assays?
SNB-19: 108; DU-145: 112; U251: 103; OVCAR-8: 101; PC-3: 100; SF-268: 110; SF-539: 94

How did COc1ccc(CCn2nnc3ccccc3c2=O)cc1OC do in these assays?
SF-295: 99; SNB-19: 110; DU-145: 103; U251: 101; OVCAR-8: 106; PC-3: 100; SF-268: 104; SF-539: 109

What do the screens show for `C/C(=N\O)C(c1ccccc1)c1ccccc1`?
SF-295: 100; SNB-19: 97; DU-145: 102; U251: 96; OVCAR-8: 100; PC-3: 94; SF-268: 100; SF-539: 103

How did CC1(C)Cc2cc3ccccc3nc2-c2ccccc21 do in these assays?
SF-295: 113; SNB-19: 112; DU-145: 106; U251: 110; OVCAR-8: 112; PC-3: 100; SF-268: 113; SF-539: 114

What do the screens show for `COc1cc(C)cc(-c2nn(CC(N)=O)cc2-c2ccnc(Oc3cc(OC)c(OC)c(OC)c3)n2)c1`?
SF-295: 95; SNB-19: 101; DU-145: 112; U251: 91; OVCAR-8: 100; PC-3: 96; SF-268: 106; SF-539: 97

Results for CSc1nn2c(-c3ccc(F)cc3)ccnc2c1C#N ?
SF-295: 87; SNB-19: 95; DU-145: 88; U251: 95; OVCAR-8: 101; PC-3: 98; SF-268: 88; SF-539: 99

Results for CCOC(=O)c1c(C)[nH]c2ccc(NS(=O)(=O)c3ccc4c(c3)CN(C(=O)C(F)(F)F)CC4)cc2c1=O ?
SF-295: 101; SNB-19: 97; DU-145: 108; U251: 98; OVCAR-8: 103; PC-3: 96; SF-268: 104; SF-539: 99

How did Cc1nc(NC(=O)NC2CCCCC2)sc1C(=O)NNC(=O)NC1CCCCC1 do in these assays?
SF-295: 88; SNB-19: 97; DU-145: 94; U251: 96; OVCAR-8: 104; PC-3: 93; SF-268: 91; SF-539: 97

Results for CN(C)c1ccc(C2CC(n3nnnc3-c3ccccc3)=NN2)cc1 (stereo unspecified) ?
SF-295: 114; SNB-19: 97; DU-145: 116; U251: 103; OVCAR-8: 112; PC-3: 90; SF-268: 114; SF-539: 103

Results for CC1=CC(C)(C)NC(=S)N1c1ccc(Cl)cc1 ?
SF-295: 111&101; SNB-19: 97&97; DU-145: 110&105; U251: 102&99; OVCAR-8: 104&100; PC-3: 85&94; SF-268: 100&101; SF-539: 106&99

How did c1ccc(C2CCCCC2)c(OCCCCCN2CCNCC2)c1 do in these assays?
SF-295: 64; SNB-19: 71; DU-145: 73; U251: 26; OVCAR-8: 83; PC-3: 44; SF-268: 71; SF-539: 69

How did O=C(O)C1=CCCc2ccc(F)cc21 do in these assays?
SF-295: 105; SNB-19: 104; DU-145: 113; U251: 104; OVCAR-8: 115; PC-3: 104; SF-268: 110; SF-539: 126

Results for COc1ccc(/C=C/c2nc3ccccc3c3nnc(-c4ccc(Cl)cc4)n23)cc1 ?
SF-295: 63; SNB-19: 92; DU-145: 78; U251: 81; OVCAR-8: 77; PC-3: 71; SF-268: 78; SF-539: 88

Filtered by structure: the compounds so far containing sulfur.
How did Clc1ccc(CSC2=NCCN2)cc1 do in these assays?
SF-295: 104; SNB-19: 98; U251: 102; OVCAR-8: 102; PC-3: 98; SF-268: 91; SF-539: 95

Results for CSc1nn2c(-c3ccc(F)cc3)ccnc2c1C#N ?
SF-295: 87; SNB-19: 95; DU-145: 88; U251: 95; OVCAR-8: 101; PC-3: 98; SF-268: 88; SF-539: 99

Results for CCOC(=O)c1c(C)[nH]c2ccc(NS(=O)(=O)c3ccc4c(c3)CN(C(=O)C(F)(F)F)CC4)cc2c1=O ?
SF-295: 101; SNB-19: 97; DU-145: 108; U251: 98; OVCAR-8: 103; PC-3: 96; SF-268: 104; SF-539: 99

How did Cc1nc(NC(=O)NC2CCCCC2)sc1C(=O)NNC(=O)NC1CCCCC1 do in these assays?
SF-295: 88; SNB-19: 97; DU-145: 94; U251: 96; OVCAR-8: 104; PC-3: 93; SF-268: 91; SF-539: 97

Results for CC1=CC(C)(C)NC(=S)N1c1ccc(Cl)cc1 ?
SF-295: 111&101; SNB-19: 97&97; DU-145: 110&105; U251: 102&99; OVCAR-8: 104&100; PC-3: 85&94; SF-268: 100&101; SF-539: 106&99

Later entries.
How did CC(C)COC(=O)c1ccc(NC(=O)CNCc2ccccc2)cc1 do in these assays?
SF-295: 110; SNB-19: 90; DU-145: 115; U251: 89; OVCAR-8: 99; PC-3: 91; SF-268: 99; SF-539: 101

What do the screens show for `COc1ccc2nc(-c3cnn4cccnc34)sc2c1`?
SF-295: 99; SNB-19: 94; DU-145: 111; U251: 90; OVCAR-8: 97; PC-3: 95; SF-268: 92; SF-539: 98

Results for Cn1cnc2c(N3CCN(C(=O)OCc4ccc5c(Br)cc(Br)c(O)c5n4)CC3)nc(Cl)nc21 ?
SF-295: 21; SNB-19: 40; DU-145: 50; U251: 24; OVCAR-8: 34; PC-3: 43; SF-268: 44; SF-539: 49

What do the screens show for `Clc1ccc2nc3nc4ccc[nH]c4cc3c2c1`?
SF-295: 101; SNB-19: 89; DU-145: 100; U251: 83; OVCAR-8: 87; PC-3: 75; SF-268: 98; SF-539: 84

How did CN(C)Cc1cc(C(C)(C)C)cc(Br)c1O do in these assays?
SF-295: 97; SNB-19: 113; DU-145: 109; U251: 107; OVCAR-8: 106; PC-3: 90; SF-268: 104; SF-539: 89

Results for COc1ccc(-c2cc(-c3cn(-c4ccccc4)nc3-c3ccc(OCc4ccccc4)cc3)on2)cc1 ?
SF-295: 106; SNB-19: 90; DU-145: 82; U251: 80; OVCAR-8: 86; PC-3: 69; SF-268: 84; SF-539: 102

Results for Nc1ccc(-c2nnc3n2N=CC(c2ccccc2O)S3)cc1 (stereo unspecified) ?
SF-295: 98; SNB-19: 96; DU-145: 107; U251: 99; OVCAR-8: 103; PC-3: 90; SF-268: 106; SF-539: 100

Results for COc1cc2ccnc(C=O)c2cc1OC ?
SF-295: 97; SNB-19: 88; DU-145: 70; U251: 91; OVCAR-8: 44; PC-3: 91; SF-268: 92; SF-539: 66

What do the screens show for `C=CCOc1nc(N)nc(OCC=C)n1`?
SNB-19: 103; DU-145: 117; U251: 101; OVCAR-8: 99; PC-3: 62; SF-268: 105; SF-539: 101

How did COc1ccc(-c2cc3ccc(N(C)C)cc3nc2N)c(F)c1 do in these assays?
SF-295: 25; SNB-19: 50; DU-145: 56; U251: 31; OVCAR-8: 26; PC-3: 28; SF-268: 56; SF-539: 49

Results for CCN(CC)CCCC(C)N=c1cc(Nc2cc(=NC(C)CCCN(CC)CC)c3cc(OC)ccc3o2)oc2ccc(OC)cc12 (stereo unspecified) ?
SF-295: -9.8*; SNB-19: 2.1*; DU-145: 2.4*; U251: -58*; OVCAR-8: -1.5*; PC-3: -26*; SF-268: -32*; SF-539: -90*

Results for O=C(OCc1nc2nc(Cl)nc(N3CCOCC3)c2[nH]1)N1CCCCC1 ?
SF-295: 97; SNB-19: 96; DU-145: 115; U251: 98; OVCAR-8: 103; PC-3: 97; SF-268: 105; SF-539: 99

Results for CCS(=O)(=O)c1cc(=O)[nH]c(=O)[nH]1 ?
SF-295: 122; SNB-19: 102; DU-145: 109; U251: 94; OVCAR-8: 114; PC-3: 124; SF-268: 105; SF-539: 111

Results for CC(=O)c1ccc(Nc2nc(C(C)=O)c(C)s2)cc1 ?
SF-295: 99; SNB-19: 97; DU-145: 102; U251: 100; OVCAR-8: 102; PC-3: 95; SF-268: 98; SF-539: 103

How did COc1cc(C2OC34CCCCC3C(C#N)(C(=N)O4)C2(C#N)C#N)cc(OC)c1OC (stereo unspecified) do in these assays?
SF-295: 107; SNB-19: 97; DU-145: 105; U251: 97; OVCAR-8: 103; PC-3: 92; SF-268: 99; SF-539: 102

What do the screens show for `CCCCOC(=O)C1CCCC1=O` (stereo unspecified)?
SF-295: 107; SNB-19: 113; DU-145: 104; U251: 100; OVCAR-8: 103; PC-3: 103; SF-268: 113; SF-539: 94

What do the screens show for `O=C(/C=C\c1ccccc1)c1ccc(Cl)cc1`?
SF-295: 101; SNB-19: 90; DU-145: 100; U251: 74; OVCAR-8: 86; PC-3: 95; SF-268: 95; SF-539: 101

How did CCOC(=O)Cc1ccc([N+](=O)[O-])cc1 do in these assays?
SF-295: 103; SNB-19: 106; DU-145: 98; U251: 101; OVCAR-8: 120; PC-3: 93; SF-268: 95; SF-539: 97

How did CC(=O)O[C@@H]1CC[C@@]2(C)c3ccc(C(C)C)cc3CC[C@@H]2C1(C)C do in these assays?
SF-295: 106; SNB-19: 101; DU-145: 103; U251: 101; OVCAR-8: 102; PC-3: 102; SF-268: 102; SF-539: 107

How did COCO[C@@H]1C[C@]23CC[C@@H]4[C@](C)(COC(=O)Nc5ccccc5)CCC[C@@]4(C)[C@@H]2CC[C@@]1(C)C3 do in these assays?
SF-295: 111; DU-145: 94; U251: 85; OVCAR-8: 97; PC-3: 82; SF-268: 91; SF-539: 100

How did O=C(CSc1nc2c(n1Nc1ccccc1)-c1ccccc1SC2)Nc1nc(-c2ccccc2)cs1 do in these assays?
SF-295: 113; SNB-19: 107; DU-145: 110; U251: 101; OVCAR-8: 103; PC-3: 103; SF-268: 96; SF-539: 116

What do the screens show for `O=c1[nH]c(CN/N=C/c2ccc([N+](=O)[O-])cc2)nc2ccccc12`?
SF-295: 98; SNB-19: 99; DU-145: 105; U251: 97; OVCAR-8: 94; PC-3: 99; SF-268: 100; SF-539: 99

What do the screens show for `CCOC(=O)c1cnc2cc(Cl)cc(Cl)c2c1Nc1cccc(NS(C)(=O)=O)c1`?
SF-295: 87; SNB-19: 88; DU-145: 98; U251: 97; OVCAR-8: 96; PC-3: 87; SF-268: 83; SF-539: 89

How did COc1cccc(/C=C/C(=O)Nc2cc(OC)c3c(c2)OCO3)c1 do in these assays?
SF-295: 90; SNB-19: 97; DU-145: 95; U251: 91; OVCAR-8: 105; PC-3: 98; SF-268: 98; SF-539: 111

What do the screens show for `CC(O)C(N)=O` (stereo unspecified)?
SF-295: 95; SNB-19: 106; DU-145: 109; U251: 103; OVCAR-8: 110; PC-3: 93; SF-268: 103; SF-539: 95

Results for CC(=O)Nc1cccc2ccc(O)cc12 ?
SNB-19: 97; DU-145: 113; U251: 103; OVCAR-8: 105; PC-3: 90; SF-268: 102; SF-539: 107

How did CN(C)Cc1ncccc1O do in these assays?
SF-295: 99; SNB-19: 99; DU-145: 121; U251: 104; OVCAR-8: 116; PC-3: 104; SF-268: 105; SF-539: 99

Results for CCS/C(Nc1ccccc1)=C(\C#N)C(=O)Nc1ccc(C)cc1 ?
SF-295: 96; SNB-19: 93; DU-145: 95; U251: 97; OVCAR-8: 96; PC-3: 97; SF-268: 87; SF-539: 98

What do the screens show for `Cc1ccc(S(=O)(=O)NC(c2ccc(Br)cc2)c2nnc(-c3ccccc3)o2)cc1` (stereo unspecified)?
SF-295: 96; SNB-19: 97; DU-145: 103; U251: 101; OVCAR-8: 103; PC-3: 90; SF-268: 95; SF-539: 103

Compounds listed so far that contain a COOH group, in the order listed:
How did O=C(O)C(O)C(O)C(O)C(O)CO (stereo unspecified) do in these assays?
SNB-19: 108; DU-145: 112; U251: 103; OVCAR-8: 101; PC-3: 100; SF-268: 110; SF-539: 94

How did O=C(O)C1=CCCc2ccc(F)cc21 do in these assays?
SF-295: 105; SNB-19: 104; DU-145: 113; U251: 104; OVCAR-8: 115; PC-3: 104; SF-268: 110; SF-539: 126

Not a hit list. Share with any hit: about 9.2%.
